Screening results from PubChem.
M18AAP inhibitor – blocks P. falciparum M18 aspartyl aminopeptidase | recombinant PfM18AAP, H-Glu-NHMec fluorogenic cleavage | inhibition, % at 7.35 µM | 1.2% of 290,000 active;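 active = inhibition above the campaign mean inhibition over all tested compounds plus 3 SD, cut at about 28% in these data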;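 also: 0% = plate median of test compound wells and 100% = 2 mM ZnCl2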
V1R ag counter – counter-screen for oxytocin receptor agonists: human V1a receptor agonists; P37288; CHO-V1R cells, Fluo-8 calcium fluorescence, agonist mode; 0% DMSO, 100% 3 nM vasopressin; activation, % at 3 µM; 0.25% of 320,000 active;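 active = activation above the mean activation of all tested compounds plus 3 SD, per screening run, cut at about 20% in these data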;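 also: signal is peak over basal fluorescence ratio across a 100 second FLIPR read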
GalR3 antagonist – blocks the human galanin receptor 3; O60755; HEK293 GalR3-CNG cAMP membrane potential fluorescence; galR3 body fused to GalR1 C-terminus; inhibition, % at 3 µM; 0.44% of 360,000 active;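 active = inhibition above the screen-wide average plus 3 SD, cut at about 13% in these data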;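 also: forskolin and galanin both at EC90 stimulate the cells; cAMP rise reported by CNG channel membrane potential dye signal; 0% = forskolin plus galanin with DMSO and 100% = forskolin alone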
Target sequence (O60755 1-299 limits assumed): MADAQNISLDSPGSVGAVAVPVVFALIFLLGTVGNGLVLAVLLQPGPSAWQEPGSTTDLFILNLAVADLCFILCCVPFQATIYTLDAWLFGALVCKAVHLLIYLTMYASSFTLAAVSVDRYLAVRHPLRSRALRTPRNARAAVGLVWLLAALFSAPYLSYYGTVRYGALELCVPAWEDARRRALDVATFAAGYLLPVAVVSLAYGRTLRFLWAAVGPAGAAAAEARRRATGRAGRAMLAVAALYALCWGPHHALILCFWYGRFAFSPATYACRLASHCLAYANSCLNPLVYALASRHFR
OXTR agonist – activates the human oxytocin receptor | P30559 | CHO-OTR cells, Fluo-8 calcium fluorescence; normalized: DMSO 0%, oxytocin 100% | activation, % at 3 µM | 0.32% of 320,000 active | AID 2435;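 active = activation above the mean of all tested compounds plus 3 SD, cutoff set per screening run, cut at about 20% in these data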;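 also: peak over basal fluorescence ratio from a 100 s FLIPR kinetic read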
Target sequence (P30559 whole entry, looked up): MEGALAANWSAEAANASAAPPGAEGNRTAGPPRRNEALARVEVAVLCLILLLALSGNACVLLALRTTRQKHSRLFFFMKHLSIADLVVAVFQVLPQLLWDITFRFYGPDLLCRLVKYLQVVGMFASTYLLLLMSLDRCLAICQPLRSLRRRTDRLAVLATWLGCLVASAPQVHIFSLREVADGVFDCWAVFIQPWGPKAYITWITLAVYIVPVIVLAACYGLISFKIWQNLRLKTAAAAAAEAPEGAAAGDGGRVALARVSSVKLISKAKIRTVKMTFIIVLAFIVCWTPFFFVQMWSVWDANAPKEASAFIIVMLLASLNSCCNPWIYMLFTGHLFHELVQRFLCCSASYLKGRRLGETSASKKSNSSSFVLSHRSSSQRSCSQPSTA
MEKK2wt PB1 HTS – raises or lowers MEK5 binding to wildtype human MEKK2 PB1 domain | Q9Y2U5 | binding response (% of control), % at 10 µM | bead flow cytometry, Alexa488-MEK5 binding to MEKK2 WT; actives lie on both sides | 1.1% of 290,000 active; in the data active = binding response below about 67% or above about 130%
OXTR potentiator – potentiates the human oxytocin receptor response; P30559; CHO-OTR cells, Fluo-8 calcium fluorescence, potentiator mode; 0% = oxytocin EC15, 100% = EC100; activation, % at 3 µM; 0.061% of 320,000 active;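 active = activation above that plate's cutoff, the mean activation of tested compounds plus 3 SD, cut at about 6.6% in these data, passing the limit was not always enough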;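 also: 100% uses oxytocin at 75 nM as the full agonist control; some results filed as inactive read as strong as hits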
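Material: CHO-OTR cells, human receptor; compound dosing: single dose, 3.0 µM nominal final compound concentration; schedule: 6 min compound pre-incubation at room temperature, 100 s kinetic read; measured by: kinetic Fluo-8 calcium fluorescence; read-out basis: % activation vs EC15 and EC100 oxytocin; controls: EC15 oxytocin alone as 0%, 75 nM oxytocin as 100%; replicates: singlicate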
MEKK2mut PB1 HTS – signal of MEK5 binding to mutant human MEKK2 PB1 domain | bead flow cytometry, Alexa488-MEK5 binding to MEKK2 mutant | percent response, % at 10 µM | 0.35% of 290,000 active; in the data active = percent response above about 24%, passing the limit was not always enough; also: inactives centre near 1; some results filed as inactive read as strong as hits
NALP1 yeast inh – NALP1 inhibition; inhibition, % at 10 µM; 0.61% of 280,000 active; S. cerevisiae NALP1/ASC/caspase-1 growth, X-gal OD620, 72 h; AID 2071; in the data active = inhibition mostly above about 24%, no sharp cut-off; inactive = mostly below about 32%; also: some compounds called inactive have numbers as strong as hits
GPR7 antagonist – antagonists of human GPR7 (neuropeptides B/W receptor 1); 1.1% of 290,000 active; P48145; inhibition, % at 4.4 µM; GPR7-expressing cells, fluorescence antagonist assay; in the data active = inhibition above about 16%, passing the limit was not always enough;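 also: cells stimulated with the agonist NPW; 0% = agonist with vehicle and 100% = vehicle without agonist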
* = called active by the depositor; / = not tested or not shown. The order is random; overall some 4.1% were active at least once.

SMILES,M18AAP inhibitor,MEKK2mut PB1 HTS,OXTR agonist,OXTR potentiator,V1R ag counter,GPR7 antagonist,NALP1 yeast inh,MEKK2wt PB1 HTS,GalR3 antagonist
O=C(NCC1CCCO1)c1ccc2c(c1)N(Cc1ccccc1)C(=O)CS2 (configuration not stated),-1,-7,-0.7,3,1.6,-1,19,96,-5
CC(C)Cc1ccc(/C=C/C(=O)N2CCOCC2)cc1,2,0,-0.6,-10,1.3,-4,1,98,-5
C/C(=N\NC(=O)CCCOc1ccc(Cl)cc1C)c1ccc(C)o1,0,-4,-0.2,-13,-0.3,1,25,92,11
O=C(COc1cccc2ccccc12)Nc1nc2ccccc2[nH]1,-19,4,0.1,-7,3.0,4,4,102,-8
Cc1ccccc1-c1cccc([C@@H]2C[C@H]3CN(Cc4cccnc4)C(=O)[C@]34CCCN24)c1,-3,9,6.9,-12,8.9,-4,10,106,-3
CCOC(=O)C1CCN(C(=O)C2CCN(S(=O)(=O)c3ccc4ccccc4c3)CC2)CC1,4,9,-0.2,-2,5.6,-11,8,107,-5
CCOC(=O)C1CCN(S(=O)(=O)c2cccc(-c3cn4ccccc4n3)c2)CC1,-1,4,3.9,-14,4.2,2,22,105,-5
COc1ccc(CCNC(=O)CC(Cc2ccccc2)C(=O)O)cc1OC (configuration not stated),1,10,-0.6,-1,0.8,-6,0,111,-12
Cc1[nH]c(C)c(S(=O)(=O)Nc2cccc(Cl)c2C)c1C(=O)N1CCCC1,0,-3,0.6,-6,1.4,-12,10,96,-8
CCOC(=O)c1c(-c2ccc(F)cc2)csc1NC(=O)c1c(-c2ccccc2)noc1C,1,8,-0.1,-4,0.3,-5,29,104,-7
COc1ccc(N2C(=O)C(CC(=O)O)S/C2=C\C(C)=O)cc1 (configuration not stated),-4,2,0.8,0,0.8,5,21,107,0
CCOC(=O)C1(N(CC)CC)Sc2cc(C)ccc2NC1=O (configuration not stated),-3,/,-1.8,-18,-1.7,-15,10,/,-4
CN(C1CCCCC1)S(=O)(=O)c1ccccc1,-1,2,-2.1,-6,-0.9,-14,6,102,-8
COc1ccccc1NS(=O)(=O)c1ccc(Cl)c(NC(=O)c2sc3cc(Cl)ccc3c2Cl)c1,2,6,-0.5,-10,0.3,-5,-27,101,-3
Cc1ccc(-c2cc(-c3ccccc3)c3c(N)c(S(C)(=O)=O)sc3n2)cc1,8,-8,-0.1,-10,-0.1,-4,-4,86,0
CCCCC12CN3CCN(CC(C3)/C1=N\NC(=O)c1ccccc1N)C2,-12,2,-0.3,-7,0.5,5,15,101,-10
CCn1c(=S)sc2c(=O)[nH]c(C)nc21,-7,-4,-1.0,-11,0.6,-7,31,90,1
Cc1ncsc1CCOC(=O)c1ccc([N+](=O)[O-])cc1,0,16,0.1,-6,2.6,-5,26,107,-1
N#C/C(=C\c1cccs1)C(=O)NCc1cccnc1,1,-1,-0.4,-6,-0.1,2,27,95,-5
CCCCN(C(=O)CSCC(=O)Nc1ccc(OC)cc1)c1c(N)n(Cc2ccccc2)c(=O)[nH]c1=O,/,/,-0.1,-4,0.5,/,/,/,-4

Additional compounds:
SMILES,M18AAP inhibitor,MEKK2mut PB1 HTS,OXTR agonist,OXTR potentiator,V1R ag counter,GPR7 antagonist,NALP1 yeast inh,MEKK2wt PB1 HTS,GalR3 antagonist
COc1cc(NC(=O)CCc2nnc3ccc(N4CCN(C)CC4)nn23)cc(OC)c1,7,3,-1.1,-7,-0.1,5,18,103,-6
Cc1ccc(C(=O)C(C)N2C(=O)NC(C)(c3ccccc3)C2=O)cc1 (configuration not stated),-1,-1,-1.3,-2,-1.4,-10,0,101,-4
CC(C)CCNC(=O)C(=O)NC1CCCC1,1,0,0.0,-1,1.8,-3,35,101,-5
CCOc1ccc(-c2cc(CCCC(=O)NCc3cccnc3)no2)cc1,-6,5,4.3,-7,6.1,-1,16,102,/
Cn1cnc2cc(NS(=O)(=O)c3ccc(Br)cc3)ccc21,-4,9,0.6,-11,0.8,3,8,105,-1
COc1ccc(-c2nc(CS(=O)CC(=O)NC3CCCCC3C)c(C)o2)cc1 (configuration not stated),-13,-1,0.1,-3,0.5,-3,4,101,-3
C[C@@H](NC(=O)c1nc[nH]c1C(=O)NCC(=O)OC(C)(C)C)c1ccccc1,6,-6,1.0,-9,-0.5,-13,5,93,-5
Cc1ccc2cc(CN(C(=O)c3ccco3)c3ccccc3)c(=O)[nH]c2c1,0,-2,-1.0,-12,1.0,-6,6,93,0
O=C(O)c1ccc(COc2ccc3c(c2)CCC3)cc1,5,2,1.9,-6,1.2,-13,-11,102,-8
O=C(C1=C(O)C(=O)N(c2ncccn2)C1c1ccc(Cl)cc1)c1ccco1 (configuration not stated),22,5,0.1,-8,0.3,10,9,110,3
O=C(CNS(=O)(=O)c1ccc(Cl)c(C(F)(F)F)c1)NC1CCCCCC1,/,/,1.4,-4,4.3,/,/,/,-6
O=C(Nc1cccc(-c2nc3ncccc3o2)c1)c1sc2cc(Cl)ccc2c1Cl,7,3,0.3,-4,1.2,2,6,96,-6
COc1ccc(-n2c(C)cc(/C=C/c3nc(O)c([N+](=O)[O-])c(=O)[nH]3)c2C)cc1,8,-9,0.1,5,0.9,0,-1,86,-4
CCOC(=O)N1CCN(Cc2cc(Cl)c3cccnc3c2O)CC1,3,2,2.8,-9,-0.2,-3,17,99,12
Cc1ccc(C(=O)COC(=O)c2ccncc2)cc1[N+](=O)[O-],-3,-2,0.8,1,0.1,0,20,81,-3
COc1ccc(-c2ccc(=O)n(CC(=O)Nc3ccc(C(=O)NC4CC4)cc3)n2)cc1OC,-5,0,1.8,-10,0.6,-4,-6,101,-4
CCOc1ccccc1NC(=O)c1ccc(S(=O)(=O)N2CCOCC2)cc1,-6,3,-0.4,-10,0.4,-6,0,102,0
O=C(Nc1ccccc1)c1nc[nH]c1C(=O)N1CCc2ccccc2C1,/,/,-0.7,5,-1.0,/,/,/,-7
Cc1ccc(OCCCCN2CCc3ccccc3C2)c(C)c1,-3,18,-2.1,-5,-0.5,-11,13,139*,-12
CCN(CC)S(=O)(=O)c1nnc(NC(=O)c2ccco2)s1,1,3,-0.3,-11,0.2,-17,12,103,-1

New compounds follow.
SMILES,M18AAP inhibitor,MEKK2mut PB1 HTS,OXTR agonist,OXTR potentiator,V1R ag counter,GPR7 antagonist,NALP1 yeast inh,MEKK2wt PB1 HTS,GalR3 antagonist
CCOC(=O)N1CCN(C(=O)c2ccccc2CCc2ccccc2)CC1,-2,5,-0.9,-11,1.4,-7,13,109,-2
COC(=O)c1nc2ccccn2c1F,-6,-17,1.9,-5,0.3,10,10,88,-5
O=C(Nc1ccccc1N1CCOCC1)c1cccc(S(=O)(=O)N2CCOCC2)c1,/,/,-1.5,-2,-0.6,/,/,/,-4
Cc1ccc(Cn2c(C3CCCN3c3nc(-c4cc(Cl)c(N)c(Cl)c4)cs3)nc3cc(Cl)c(Cl)cc32)cc1 (configuration not stated),/,-1,-0.4,-10,-0.5,/,/,96,-10
O=S(=O)(NC1CCCCC1)c1ccc(Br)cc1,-12,0,-1.3,-15,-1.3,1,3,104,0
CCNC(=O)CSc1nc2cc(S(=O)(=O)Nc3ccc(OC)cc3)ccc2o1,4,5,4.7,-10,8.3,-18,7,101,0
CCOC(=O)c1cnc2ccc(OC)cc2c1NCCN1CCOCC1,12,-1,-0.1,-5,-0.2,-1,7,96,-9
CCC(=O)Oc1c(S(=O)(=O)c2ccc(C)cc2)c(C)nn1C(C)(C)C,-4,-9,-1.4,-11,-1.6,8,-1,90,-4
Cc1ccc(OCC(=O)Nc2sc3c(c2C#N)CCC3)cc1,0,3,3.1,-9,0.9,0,5,103,0
C=CCOc1ccccc1CNCCc1ccc(S(N)(=O)=O)cc1,-19,-55,-0.2,-12,0.4,6,8,109,-6
Cc1nc2ccc3nc(NC(=O)c4ccc(S(=O)(=O)N5CCOCC5)cc4)sc3c2s1,4,4,-0.5,-3,1.0,-2,12,105,2
CCCCCCn1c(SCC(=O)c2ccccc2)nc2c1c(=O)[nH]c(=O)n2C,0,14,-2.3,-1,0.0,-9,38,112,/
N#Cc1cccc(NC(=O)CN2CCCCCC2)c1,3,3,1.4,-4,1.1,-8,16,105,-6
CCN1CCN(c2ccc(NC(=O)c3cnccn3)cc2)CC1,3,-1,0.7,-2,-0.1,-6,9,107,/
NC1CCN(c2c(F)cc3c(=O)c(C(=O)O)cn(C4CC4)c3c2Cl)C1 (configuration not stated),-4,1,-0.5,-17,-0.2,-13,10,103,-4
CC(NC(=O)CN1C(=O)NC2(CCCCC2C)C1=O)c1ccccc1 (configuration not stated),/,/,0.0,-3,0.2,/,/,/,1
CCOC(=O)CCCCCC(=O)Nc1ccc2c(c1)CC(=O)N([C@@H](C)CO)C[C@@H](C)[C@@H](CN(C)C(=O)Nc1ccc(C(F)(F)F)cc1)O2,/,/,0.4,-2,0.9,/,/,/,-2
COc1ccc(Cl)cc1Nc1nc(C)cc(C)c1C(N)=O,-14,7,1.0,-5,0.3,-9,-46,103,-2
Cc1ccc(Nc2cc(C)nc3nnnn23)cc1,-1,6,-0.2,-5,-1.3,-6,-2,103,0
Cc1ccc(NC(=O)c2ccccc2OCc2ccc([N+](=O)[O-])cc2)nc1,6,4,0.5,-11,-1.2,-11,-1,106,1

Next section.
SMILES,M18AAP inhibitor,MEKK2mut PB1 HTS,OXTR agonist,OXTR potentiator,V1R ag counter,GPR7 antagonist,NALP1 yeast inh,MEKK2wt PB1 HTS,GalR3 antagonist
Cc1c(Nc2cc(=O)oc3ccccc23)c(=O)n(-c2ccccc2)n1C,6,2,0.1,-8,0.8,9,/,95,-5
Cc1nn(CC(=O)c2cccc(Cl)c2)c(C)c1[N+](=O)[O-],4,-8,-1.6,-9,0.3,2,-2,94,-1
COc1ccc(C(=O)N2CCN(c3ncccn3)CC2)cc1S(=O)(=O)N1CCOCC1,/,/,1.3,-3,0.6,/,/,/,-6
Cc1ccccc1-n1ncc(C(C)NC(=O)c2ccco2)c1C (configuration not stated),1,1,2.1,-4,4.8,-12,-2,97,-5
